Screening results as filed in PubChem.
UDG counterscr = blocks uracil-DNA glycosylase in AID counter-screen; FRET deamination/UDG coupled assay, UDG read, 4 h; 0.14% of 91,000 active; Potency, µM (highest dose often 115 µM), inactives show at the highest dose activity change, negative = inhibition, actives largely listed as inhibitors; also: nearly all actives have a fitted effect of over 65% in size
AID inh = inhibitors of human activation induced cytidine deaminase; Q9GZX7; Potency, µM (highest dose often 115 µM), for the others: at the top dose activity change, negative = inhibition, most hits filed as inhibitors; AID deamination FRET fluorescence, UDG-coupled, 4 h; 0.32% of 91,000 active; also: nearly all actives have a fitted effect of over 25% in size
Target sequence (Q9GZX7 whole entry, looked up): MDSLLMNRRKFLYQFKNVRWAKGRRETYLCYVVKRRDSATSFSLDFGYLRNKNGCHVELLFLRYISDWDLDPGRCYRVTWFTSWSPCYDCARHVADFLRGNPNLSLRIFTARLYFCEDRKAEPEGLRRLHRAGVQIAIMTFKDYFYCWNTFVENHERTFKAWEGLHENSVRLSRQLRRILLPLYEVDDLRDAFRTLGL
* hit, by the source's call; ? = inconclusive; [ ] = remark or other dose. Calls follow the shape of the dose curve; as a rule, active = well fitted curve in the direction sought with a large enough effect; inconclusive = small, poorly fitted or top-dose-only effect, or another doubt; inactive = no such curve, though single readings can be large; an effect the other way counts as inactive or inconclusive. % is scaled to controls: 0 for no effect and ±100 for the full control effect; potency is read from the fitted curve at half-maximal effect. This is a subset; rates above refer to the full screens.

A first look:
SMILES | UDG counterscr | AID inh
CCc1ccc(C(CNC(=O)c2nn(C)c(=O)c3ccccc23)N(C)C)cc1 (configuration not stated) | -1% | -9%
Cc1cc(Cl)c(Cl)cc1S(=O)(=O)Nc1ccccn1 | 7% | 2%
CCNc1c(NC(=O)Nc2ccccc2Br)c(=O)oc2ccccc12 | 5% | -19%
CC(C)c1ccc2oc(-c3ccc(NC(=O)c4cccc(Br)c4)cc3)nc2c1 | -16% | 6%
CCCCOC(=O)c1nc2ccccc2nc1NCc1ccccc1OC | -5% | 0%
CCn1cc(C(=O)NCCc2ccc(Cl)cc2)c(=O)c2cc(S(=O)(=O)N3CCC(C)CC3)ccc21 | -8% | -13%
Cc1ccc(Nc2ncnc3c2cnn3-c2ccc(C)cc2)cc1 | 5% | -4%
CCOc1ccc(NC(=O)C2(c3cccs3)CCOCC2)cc1 | -24% | 14%
O=C(Nc1cccc(Br)c1)c1csc2c1CCCC2 | -7% | -12%
COc1cc(Cl)c(C)cc1Nc1c2c(nc3ccccc13)CCC2 | -8% | ?
Nc1nc(Cl)nc(Nc2ccccc2)c1[N+](=O)[O-] | 9% | 2%
O=C(CN1C(=O)c2ccccc2C1=O)Nc1cccc2cccnc12 | -3% | 35%[activator]
COc1cc(/C=C(/C#N)c2nc3ccccc3[nH]2)cc(Cl)c1OC(C)C | 7% | 0%
COc1ccc(-c2cn3c(n2)sc2cc(C(=O)NCCCN4CCN(C)CC4)ccc23)cc1 | 4%[57.5 µM] | -16%
COC(=O)C1=C(N)OC2=C(C(=O)CC(c3ccccc3)C2)C1c1ccc(C)cc1 (configuration not stated) | -2% | -1%
Cn1nc(C(=O)NCC(C)(c2ccccc2)c2ccccc2)c2ccccc2c1=O | -2% | -2%
Cc1cccc(C(=O)Nc2nn3c(-c4cccc(C)c4)nnc3s2)c1 | 1% | -13%

Results (from the top)
SMILES | UDG counterscr | AID inh
CCc1ccc(C(CNC(=O)c2nn(C)c(=O)c3ccccc23)N(C)C)cc1 (configuration not stated) | -1% | -9%
Cc1cc(Cl)c(Cl)cc1S(=O)(=O)Nc1ccccn1 | 7% | 2%
CCNc1c(NC(=O)Nc2ccccc2Br)c(=O)oc2ccccc12 | 5% | -19%
CC(C)c1ccc2oc(-c3ccc(NC(=O)c4cccc(Br)c4)cc3)nc2c1 | -16% | 6%
CCCCOC(=O)c1nc2ccccc2nc1NCc1ccccc1OC | -5% | 0%
CCn1cc(C(=O)NCCc2ccc(Cl)cc2)c(=O)c2cc(S(=O)(=O)N3CCC(C)CC3)ccc21 | -8% | -13%
Cc1ccc(Nc2ncnc3c2cnn3-c2ccc(C)cc2)cc1 | 5% | -4%
CCOc1ccc(NC(=O)C2(c3cccs3)CCOCC2)cc1 | -24% | 14%
O=C(Nc1cccc(Br)c1)c1csc2c1CCCC2 | -7% | -12%
COc1cc(Cl)c(C)cc1Nc1c2c(nc3ccccc13)CCC2 | -8% | ?
Nc1nc(Cl)nc(Nc2ccccc2)c1[N+](=O)[O-] | 9% | 2%
O=C(CN1C(=O)c2ccccc2C1=O)Nc1cccc2cccnc12 | -3% | 35%[activator]

Some of the entries so far, in CSV form:
SMILES,UDG counterscr,AID inh
Cc1cc(Cl)c(Cl)cc1S(=O)(=O)Nc1ccccn1,7%,2%
CCc1ccc(C(CNC(=O)c2nn(C)c(=O)c3ccccc23)N(C)C)cc1 (configuration not stated),-1%,-9%

The listing continues.
SMILES | UDG counterscr | AID inh
COc1cc(/C=C(/C#N)c2nc3ccccc3[nH]2)cc(Cl)c1OC(C)C | 7% | 0%
COc1ccc(-c2cn3c(n2)sc2cc(C(=O)NCCCN4CCN(C)CC4)ccc23)cc1 | 4%[57.5 µM] | -16%
COC(=O)C1=C(N)OC2=C(C(=O)CC(c3ccccc3)C2)C1c1ccc(C)cc1 (configuration not stated) | -2% | -1%
Cn1nc(C(=O)NCC(C)(c2ccccc2)c2ccccc2)c2ccccc2c1=O | -2% | -2%
Cc1cccc(C(=O)Nc2nn3c(-c4cccc(C)c4)nnc3s2)c1 | 1% | -13%
COc1ccc(NC(=O)C(NS(=O)(=O)c2cccc3nsnc23)c2ccccc2)cc1 (configuration not stated) | 6% | -13%
COC(=O)c1cccc(N2C(=O)C(=O)/C(=C(/O)c3ccccc3)C2c2ccc(NC(C)=O)cc2)c1 (configuration not stated) | 2% | -2%
Cc1cc(-c2nn3c(-c4ccccn4)nnc3s2)c2ccccc2n1 | -3% | -3%
Cc1ccccc1C(=O)N/N=C/c1sccc1C | -6% | -6%
CC(OC(=O)c1cc(-c2ccncc2)nc2ccccc12)C(N)=O (configuration not stated) | 1% | 8%
Cc1ccc(Cl)cc1NC(c1ccc(F)cc1)c1nnc(-c2ccccc2)o1 (configuration not stated) | ? | -11%
CC[N+](C)(CC#CC(O)(c1ccccc1)C1CCCC1)C(C)C (configuration not stated) | -5% | -4%
CCCNC(=O)NC(=O)CN(Cc1ccc(C(F)(F)F)cc1)C1CC1 | 0% | 1%
CC(=O)Nc1ccc(S(=O)(=O)NC2(C(F)(F)F)NC(=O)N(c3ccc(Cl)cc3)C2=O)cc1 (configuration not stated) | 15%[57.5 µM] | 26%[57.5 µM]
C#Cc1cccc(NC(=O)c2nccnc2N)c1 | -4% | -6%
COc1cc(C(=O)/C=C/c2ccccc2Br)ccc1OCC(=O)O | 1% | -16%
Cc1cc(=O)n2nc(N3CCC(C(=O)Nc4ccc(Br)c(C)c4)CC3)sc2n1 | 2% | -21%
CCSc1oc(-c2ccco2)nc1S(=O)(=O)c1ccc(F)cc1 | -5% | -7%
CNc1c(NC(=O)Nc2ccc(Cl)cc2)c(=O)oc2ccccc12 | 0% | -2%
Cc1ccc(CCNC(=O)CCCn2c(=O)c3cccn3c3ccc(F)cc32)cc1 | -4%[57.5 µM] | -18%
COc1ccc(Br)c(C(=O)OCC(=O)c2cc(C)ccc2C)c1 | 5% | 7%
COc1ccc(-c2ccc(=O)n(CC(=O)Nc3ccc(C)cc3C)n2)cc1 | -20%[57.5 µM] | ?
CCc1ccc2nc(-c3ccccc3C)cc(C(=O)O)c2c1 | 4% | -1%
Cc1ccc(C(C)C)c(OCC(=O)NCC2(N3CCOCC3)CCCCC2)c1 | -8%[57.5 µM] | ?
CCOc1ccc(CNC(=O)c2cc3c(=O)n(C)c4ccccc4c3s2)cc1 | 7% | -10%
CN(Cc1ccc(C(=O)NC2CC2)cc1)S(=O)(=O)c1ccc2c(c1)CCCC2 | 4% | 3%
COc1ccc(OC)c(-c2nc3c(C#N)c[nH]n3c2NC2CCCCC2)c1 | -4% | -3%
O=C(Cc1ccc(Cl)cc1)Nc1ccc2oc(-c3ccccc3F)nc2c1 | ? | -24%
CCCCNC(=O)c1cnn2c(C)c(Cc3c(C)cc(C)cc3C)c(C)nc12 | -28% | ?
CCc1cccc(NC(=O)CCc2nc3cccnc3n2-c2ccccc2)c1 | 8% | 11%
CN(CC(=O)NC1CCCCNC1=O)Cc1cccc(F)c1 (configuration not stated) | -5% | 1%
O=C(/C=C/c1cccc(Cl)c1)c1ccc(OC(F)F)cc1OC(F)F | -5% | -17%
CC(=O)NCCc1ccc(-c2csc(-c3ccc(C)cc3)n2)s1 | -12% | -4%
CCCCNS(=O)(=O)c1ccc2nc(-c3cccnc3)cc(C(=O)NC(C)C)c2c1 | -1% | -23%
COc1ccc(-c2nc(C(=O)Nc3cccc(C(C)=O)c3)nn2-c2ccc(Cl)cc2)cc1 | -25% | 1%
Cc1ccc(-c2noc(-c3ccc(NCc4ccco4)c([N+](=O)[O-])c3)n2)cc1 | 10% | 5%
COc1ccc(Cn2c(C(=O)O)c(CNCCc3cc(OC)ccc3OC)c3ccc(C)cc32)cc1 | ? | ?
CCOC(=O)c1cnc(Nc2ccccc2OC)c2ccccc12 | 5% | -1%
CNC(=O)c1cccc(CNC(=O)c2nccnc2N)c1 | -1% | 1%
Cc1cccc(-c2noc(-c3cccnc3NCc3ccco3)n2)c1 | 13% | -1%
COc1ccc(OC)c(CCNC(=O)c2cc3c(s2)-c2c(C)cccc2OC3)c1 | -6% | -17%
Cc1ccc(NC(=O)CCc2c(C)nn(-c3ccc(N4CCCCC4)nn3)c2C)cc1F | -11%[57.5 µM] | ?
NC(=O)C(Sc1ncc(C(F)(F)F)cc1Cl)c1ccc(F)cc1 (configuration not stated) | 0% | 1%
CC(CNC(=O)c1ccc2c(c1)nc1n2CCOC1)c1ccccc1 (configuration not stated) | -13% | 1%
COc1cc(/C=C/c2nc3ccccc3s2)cc(OC)c1 | -2% | 3%
CCSC(SCC)C(O)C(O)C(O)CO (configuration not stated) | -4% | -2%
COc1ccccc1CNc1nc(-c2ccco2)nn1S(C)(=O)=O | -10% | -21%
N#Cc1ccccc1OCC(=O)NC(=O)NCc1ccccc1 | 0% | -1%
CCOc1cccc(C(=O)Nc2ccc(-c3nc4cc(C)cc(C)c4o3)cc2)c1 | 21% | -1%
O=S(=O)(Cc1csc(-c2ccccc2)n1)Cc1ccccc1F | -8% | -7%
COc1ccc2cc3cc(C(=O)N4CCN(c5cccc(C(F)(F)F)c5)CC4)sc3nc2c1 | -16% | 6%
O=C(NC1CCCC1)c1ccc2c(=O)n(Cc3ccccc3)c(SCc3ccccc3F)nc2c1 | 1% | 10%
Cc1ccc(-c2nc(-c3nc(-c4cccs4)cs3)sc2C)cc1 | -10% | 0%
COC(=O)c1ccc(/C=C/C(=O)NCCC(c2ccccc2)c2ccccc2)cc1 | -2% | -17%
CC(Oc1ccc(Cl)cc1)c1nc(-c2ccc(Cl)cc2)no1 (configuration not stated) | -3% | -9%
CC1CCCN(c2nnc(NC(=O)Nc3ccc(F)c(Cl)c3)s2)C1 (configuration not stated) | -10% | 3%
CCOc1ccc(NCc2cccn2-c2nnc(N3CCC(C(=O)NCCc4ccc(OC)c(OC)c4)CC3)s2)cc1 | -20% | -24%
COc1cccc(C(=O)OCc2nc(N)c3ccccc3n2)c1 | 14% | -3%
COc1cccc2c1cc1c(=O)n(CC(=O)NC3CC3)nc(C)n12 | -8% | 11%
COc1ccc(-n2cc(-c3ccccc3)c3c(NCCc4ccc(OC)c(OC)c4)ncnc32)cc1 | -19%[57.5 µM] | ?
The list goes on.
SMILES | UDG counterscr | AID inh
Cc1ccc(-n2nc3c(=O)n(CC(=O)NCCC(C)C)nc(C)c3c2C)cc1 | 12% | 6%
CCCN(C(=O)c1cccs1)c1nc(-c2ccccc2)cs1 | -1% | -16%
C=CCn1c(Oc2ccccc2F)nc2c1c(=O)n(C)c(=O)n2C | -9% | -2%
CN(C)C(=O)CN1CCN(Cc2ncc(-c3ccccc3)o2)CC1 | -13% | -10%
Cn1ccnc1C(=O)c1cccc(NC(=O)C(=O)NCCO)c1 | -8% | -3%
Cc1ncc(CO)c2c1Oc1nc(-c3ccc(Cl)cc3)nc(SCC(=O)N3CCCCC3)c1C2 | -7% | -17%
CCONC(=O)c1ccc(N(C)C)cc1 | -1% | 6%
N#Cc1c[nH]n2c(NC3CCCC3)c(-c3cccc(Cl)c3)nc12 | 1% | -4%
COc1cccc(C(c2c(O)cc(C)n(Cc3ccco3)c2=O)N2CCN(c3ccccc3)CC2)c1 (configuration not stated) | 46%[activator] | 0%
COc1ccc(C2CC(=O)c3c(C)nc(Nc4ccc(F)cc4)nc3C2)c(OC)c1 (configuration not stated) | 0% | -1%
CCC1CCCCN1C(=O)c1sc(-n2nc(C)c(Cc3ccccc3)c2C)nc1C (configuration not stated) | -2% | 4%
Cc1sc(-n2cnnn2)c(C(=O)Nc2ccc3c(c2)OCCO3)c1C | 4% | 1%
Cn1nc(C(=O)N2CCOCC2)cc1C(=O)Nc1cc(F)ccc1F | -8% | 5%
CCOc1ccc(C(=O)Nc2ccc3oc(-c4ccncc4)nc3c2)cc1 | -3%[57.5 µM] | 44%[activator][57.5 µM]
OCCNc1nc(Nc2ccccc2)nc2nccnc12 | 3% | 0%
O=S(=O)(c1ccccc1)c1nc(-c2ccc(F)cc2)oc1N1CCCCCC1 | -21%[57.5 µM] | -11%[57.5 µM]
CCC(Sc1nc(-c2ccc(F)cc2)nc2c1Cc1c(CO)cnc(C)c1O2)C(=O)Nc1ccc(F)cc1 (configuration not stated) | 3% | 11%
CCc1ccccc1N1C(=O)N(Cc2ccccc2C)c2ccccc2S1(=O)=O | -3% | ?
CCN(CC)S(=O)(=O)c1ccc(S(=O)(=O)Nc2cccc(S(N)(=O)=O)c2)cc1 | 7% | 9%
CC1(C)CCc2c(cc(OCC(=O)c3ccccc3)c3c(-c4ccccc4)cc(=O)oc23)O1 | -7% | -1%
COc1cc(S(=O)(=O)NCCc2c(C)[nH]c3ccccc23)c(C)cc1C | -3% | 11%
COc1ccc(CN2CC3=C(C2=O)C(c2ccc(SC)cc2)NC(=O)N3)cc1 (configuration not stated) | -3% | -3%
CC1CCCCN1C(=O)CSc1c2c(nc3cc(Cl)ccc13)CCCC2 (configuration not stated) | 5% | ?
Cc1cccc(NC(=O)CSc2ccc(-c3sc(-c4ccccc4)nc3C)nn2)c1C | ? | 3%
Cc1c(O)ccc2c(CN(C)CCO)cc(=O)oc12 | -2% | -2%
O=C(Nc1ccc(OCc2cc(=O)n3ccsc3n2)cc1)c1ccc(F)cc1 | -6% | -3%
CCc1ccc(NC(=O)CC2C(=O)N(c3ccc(Cl)cc3)C(=O)N2Cc2ccco2)cc1 (configuration not stated) | -1%[57.5 µM] | 5%
Cc1ccc(OC(C)C(=O)NN)cc1 (configuration not stated) | -1% | 1%
C/C(CC12CC3CC(CC(C3)C1)C2)=N\NC(=O)C1CC1 | 14% | 2%
COc1ccc(Cl)cc1CNCCSc1nnnn1C | -1% | 6%
O=C(c1cccs1)c1cn(CCOc2ccccc2Cl)c2ccccc12 | -21% | ?
